GPR151 ag: activates the human receptor GPR151; PathHunter beta-arrestin GPR151 cells, luminescence; AID 1508602; 650,000 compounds, 1% hits; activation, % at 11.2 µM; Q8TDV0; in the data active = activation above about 4.9%;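 note: 0% = median of compound wells and 100% = cells with positive control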
Target sequence (Q8TDV0 whole entry, looked up): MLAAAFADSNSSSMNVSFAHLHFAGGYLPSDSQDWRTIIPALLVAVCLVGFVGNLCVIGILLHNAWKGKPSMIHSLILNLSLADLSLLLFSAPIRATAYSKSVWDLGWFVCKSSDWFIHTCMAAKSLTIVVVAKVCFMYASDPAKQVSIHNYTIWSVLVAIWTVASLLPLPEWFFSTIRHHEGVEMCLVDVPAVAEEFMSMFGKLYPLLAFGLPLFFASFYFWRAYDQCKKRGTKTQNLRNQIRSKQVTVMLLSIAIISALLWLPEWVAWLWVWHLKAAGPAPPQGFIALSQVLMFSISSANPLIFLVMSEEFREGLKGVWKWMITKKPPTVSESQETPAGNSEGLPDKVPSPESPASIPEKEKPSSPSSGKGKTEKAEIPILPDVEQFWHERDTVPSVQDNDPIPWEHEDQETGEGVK
MITF inh: blocks human microphthalmia-associated transcription factor; O75030; AlphaScreen MITF homodimerization, bead proximity signal; inhibition, % at 2.6 µM; 650,000 compounds, 0.91% hits; in the data active = inhibition above about 50%;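 note: 0% = vehicle wells with protein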
Target sequence (O75030 whole entry, looked up): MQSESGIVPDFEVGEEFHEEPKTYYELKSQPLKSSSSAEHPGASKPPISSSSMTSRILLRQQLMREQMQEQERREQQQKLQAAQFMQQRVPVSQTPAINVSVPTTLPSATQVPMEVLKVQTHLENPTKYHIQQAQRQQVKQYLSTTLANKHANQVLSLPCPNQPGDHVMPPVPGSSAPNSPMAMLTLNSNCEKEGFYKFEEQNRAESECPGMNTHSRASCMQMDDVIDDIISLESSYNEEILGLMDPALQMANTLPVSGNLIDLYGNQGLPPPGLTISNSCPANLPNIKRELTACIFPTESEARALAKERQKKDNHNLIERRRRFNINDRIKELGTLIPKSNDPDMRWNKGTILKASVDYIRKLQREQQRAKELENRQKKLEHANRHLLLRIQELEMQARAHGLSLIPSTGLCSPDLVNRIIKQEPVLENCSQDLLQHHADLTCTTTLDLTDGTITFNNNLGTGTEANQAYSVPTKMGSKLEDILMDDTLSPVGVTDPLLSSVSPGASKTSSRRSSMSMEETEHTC
FBW7 act: human FBW7 E3 ligase activation, primary screen; AlphaScreen FBW7–phospho-cyclin E peptide binding, activator screen; normalized activity (activation), % at 26.1 µM; 650,000 compounds, 0.13% hits; AID 1259310; in the data active = normalized activity above about 1.9%;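 note: purified mutant Fbw7 with reduced substrate affinity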
TEAD-YAP inh: TEAD-YAP interaction inhibition. HEK-TIYL cells, TEAD-Gal4/YAP UAS-luciferase luminescence. AID 1259422. 640,000 compounds, 1.4% hits. inhibition, % at 9.12 µM; in the data active = inhibition above about 32%;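 note: 0% = median of test compound wells and 100% = reference inhibitor wells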
* = called active by the depositor; . = no result given. Only part of the results is shown. The share of hits here may be higher or lower than overall.

Each structure is followed by: GPR151 ag	MITF inh	FBW7 act	TEAD-YAP inh
> Cc1ccc(S(=O)(=O)Oc2ccccc2C=C2C(=O)NC(=O)NC2=O)cc1
→ 1.0	-23	-0.3	4
> O=C(c1ccccc1)C1NC1c1ccccc1 (centres undefined)
→ 0.7	12	0.1	-12
> Cc1nc2ccc(I)cn2c1C=C(C#N)C#N
→ 0.7	-8	0.0	-6
> CN1CCN(Cc2cn3cccnc3n2)CC1
→ 0.8	12	1.3	9
> CCOC(=O)C1C2NC(=S)N(C)C1(C)Oc1ccccc12 (centres undefined)
→ -1.1	1	0.0	6
> Cc1cc(O)c2c3c(c(=O)oc2c1)CCCC3
→ 2.0	13	0.0	31
> O=c1c2ccccc2nc(-c2ccccc2)n1-c1ccccc1O
→ -0.3	68*	0.0	12
> O=c1cccc2n1CC1CC2CN(Cc2cccc(F)c2)C1 (centres undefined)
→ 1.3	8	0.4	-3
> O=C(Nc1ccc(Cl)cc1C(=O)c1ccccc1)c1cccc(Oc2ccccc2)c1
→ 0.5	-5	-0.1	1
> Cn1c(CCN)nc2ccccc21
→ -0.4	-3	-0.2	-1

Structural class, those above with a halogen (3)
Each structure is followed by: GPR151 ag	MITF inh	FBW7 act	TEAD-YAP inh
> Cc1nc2ccc(I)cn2c1C=C(C#N)C#N
→ 0.7	-8	0.0	-6
> O=c1cccc2n1CC1CC2CN(Cc2cccc(F)c2)C1 (centres undefined)
→ 1.3	8	0.4	-3
> O=C(Nc1ccc(Cl)cc1C(=O)c1ccccc1)c1cccc(Oc2ccccc2)c1
→ 0.5	-5	-0.1	1

The listing continues.
Each structure is followed by: GPR151 ag	MITF inh	FBW7 act	TEAD-YAP inh
> COc1cc(/C=C2\Oc3cc(OC(=O)N(C)C)cc(C)c3C2=O)cc(OC)c1OC
→ -0.7	14	0.0	1
> CCOC(=O)/C(=N\Nc1ccccc1)N1CC1
→ 0.2	-6	0.1	-5
> CC(=O)C12CC3C4CC=C5CC(O)CCC5(C)C4CCC3(C)C1O2 (centres undefined)
→ -0.1	-1	0.3	-12
> CCN1CCN(C(=O)Cc2coc3ccc4ccccc4c23)CC1
→ 1.9	0	0.3	18
> O=c1c2ccccc2nc(/C=C\c2ccccc2F)n1-c1ccc(Cl)cc1
→ -0.1	-11	0.1	0
> O=C(Nc1cc(Br)ccc1C(=O)c1ccccc1)c1ccc(Br)cc1F
→ -0.9	13	1.0	12
> CN1CCN(c2ccc(N)cc2Cl)CC1
→ -1.2	6	-0.2	2
> Cc1nc2ccc(Cl)cc2c(=O)n1-c1ccc(Br)cc1
→ 1.7	12	0.0	1
> Cc1cccc(NC(=O)CN2CC(c3ccccc3)CC2=O)c1 (centres undefined)
→ -1.5	15	0.4	8
> CC(C)CN(Cc1c(O)ccc2c(=O)c(-c3ccccc3)coc12)CC(C)C
→ 0.4	-5	-0.2	-2

Each structure is followed by: GPR151 ag	MITF inh	FBW7 act	TEAD-YAP inh
> O=c1c2ccccc2nc(-c2ccccc2F)n1-c1ccccc1Cl
→ -0.2	11	0.1	13
> COc1ccccc1CN1CCN(Cc2ccc(Br)cc2)CC1
→ -0.5	78*	-0.2	-1
> CCCCC/C=C\C/C=C\C/C=C\C/C=C\CCCC(=O)OCCN
→ 2.0	-1	.	.
> COc1ccc(CC(=O)Nc2ccc(C#N)c(Cl)c2)cc1
→ 0.0	13	0.0	5
> C=CCN1C(=O)C2(C(C(=O)OCC)=C(C)OC(N)=C2C(=O)OCC)c2ccccc21 (centres undefined)
→ 1.1	8	-0.1	9
> OC(c1ccccc1)(c1ccccc1)C1CCCN1 (centres undefined)
→ 0.6	4	0.0	-4
> COc1ccccc1N1CCN(Cc2ccccc2)CC1
→ -1.7	-4	0.1	-4
> COc1ccccc1CN1CCN(CC(C)C)C(CCO)C1 (centres undefined)
→ 1.3	5	-0.2	2
> COc1ccc(C=C2C(=O)NC(=S)NC2=O)cc1OC(=O)c1ccccc1
→ -1.5	16	-0.1	3
> CN(C)C(=O)Oc1cccc(-c2nnco2)c1
→ -0.2	4	0.1	9

Each structure is followed by: GPR151 ag	MITF inh	FBW7 act	TEAD-YAP inh
> O=C1NC(=O)C(CC2CCCCC2)C(=O)N1
→ -0.3	-13	-0.2	5
> O=C(Nc1ccon1)c1cccn(Cc2ccc(Br)cc2)c1=O
→ -0.5	-7	0.7	1
> CCOC(=O)c1cn2nc(OP(=S)(OCC)OCC)cc2nc1C
→ -0.4	-2	0.5	-6
> CC(=O)c1cccc(NC2=NCC(C)S2)c1 (centres undefined)
→ -2.7	1	0.4	-2
> COC(=O)c1cccc2c(C[N+](C)(C)C)c[nH]c12
→ -1.4	-5	0.0	5
> COc1ccc(OCCOc2cccc(C=C3C(=O)NC(=O)NC3=O)c2)cc1
→ 4.6	6	0.1	-51
> Nc1ncnc2c1nc(Sc1ccc(Cl)cc1)n2[C@@H]1O[C@@H]2COP(O)(=S)O[C@H]2[C@H]1O (some centres undefined)
→ -1.3	6	-0.1	-8
> CN(C)CCc1ccc(O)cc1
→ -1.4	10	0.1	3
> COc1ccccc1CCNC(=O)c1cc2cccnc2n(Cc2ccc(F)cc2)c1=O
→ -0.4	-1	-0.1	6
> Cc1c(C(=O)N2CCC3(CC2)OCCO3)sc2nc(-c3ccccc3)cn12
→ 1.1	-2	-0.1	-26

Each structure is followed by: GPR151 ag	MITF inh	FBW7 act	TEAD-YAP inh
> Fc1ccc2c(c1)nnn2C1CCN(Cc2nnnn2C2CCCCC2)CC1
→ 0.1	25	0.0	-13
> O=c1oc2ccccc2c(O)c1C(c1cc([N+](=O)[O-])ccc1Cl)c1c(O)c2ccccc2oc1=O
→ 0.8	-3	0.0	-7
> Cc1c(NP(=S)(C(C)(C)C)C(C)(C)C)c(=O)n(-c2ccccc2)n1C
→ -0.8	-2	0.0	9
> Cc1ccc(-n2c(/C=C/c3ccccc3)nc3ccccc3c2=O)c(Br)c1
→ 2.3	6	-0.1	3
> N#CC(C#N)=NNc1cccc(Cl)c1Cl
→ 0.9	9	0.4	-8
> CN1CC2([N+](=O)[O-])C=CC(=O)C([N+](=O)[O-])(C1)C2 (centres undefined)
→ -1.3	29	0.0	8
> Fc1ccc(NC(=S)NCCc2cnc[nH]2)cc1Cl
→ -0.1	-9	-0.2	-5
> Cc1ccc(-c2nc3ccccc3c(=O)n2-c2cc(C)ccn2)cc1
→ 0.4	16	0.4	-12
> O=c1c2ccccc2nc(/C=C\c2cccc(C(F)(F)F)c2)n1-c1ccc(F)cc1
→ 1.1	-10	0.0	3
> COc1ccccc1CCNCc1ccc(Cl)cc1
→ -0.9	50	0.3	-4

Each structure is followed by: GPR151 ag	MITF inh	FBW7 act	TEAD-YAP inh
> Cn1c(N2CCNCC2)nc2ccccc21
→ 0.1	15	-0.1	5
> Cc1ccccc1-n1c(/C=C/c2ccco2)nc2ccccc2c1=O
→ 0.1	-6	-0.1	21
> COc1cc(OC)c(OC)cc1CNCCc1cccc(F)c1
→ -0.8	46	-0.1	8
> c1ccc2c(CN3CCC(N4CCCC4)CC3)c[nH]c2c1
→ 1.0	3	-0.1	5
> Cc1ccccc1CN1CCN(C)CC1
→ 0.6	-7	0.0	1
> NC1=[N+](CC(=O)c2cccs2)Cc2ccccc21
→ 0.6	-5	-0.1	-54
> CN1CCC2=NN(c3ccccc3)C(=O)C2C1 (centres undefined)
→ -0.8	13	0.0	5
> O=C1NC(=O)N(Cc2ccccc2)C(=O)/C1=C/c1cnc(-c2ccccc2)nc1
→ 1.3	4	-1.0	-9
> Clc1ccc(C(c2ccccc2Cl)n2nnnc2C2(NCc3ccccc3)CCCCC2)cc1 (centres undefined)
→ -0.9	9	0.2	-2
> CCCCC(=O)C1C(=O)NC(=O)NC1=O
→ -0.7	9	0.1	-2

Given with bars between the fields: part of the list above
SMILES | GPR151 ag | MITF inh | FBW7 act | TEAD-YAP inh
Cc1ccc(-n2c(/C=C/c3ccccc3)nc3ccccc3c2=O)c(Br)c1 | 2.3 | 6 | -0.1 | 3
N#CC(C#N)=NNc1cccc(Cl)c1Cl | 0.9 | 9 | 0.4 | -8
CN1CC2([N+](=O)[O-])C=CC(=O)C([N+](=O)[O-])(C1)C2 (centres undefined) | -1.3 | 29 | 0.0 | 8
Fc1ccc(NC(=S)NCCc2cnc[nH]2)cc1Cl | -0.1 | -9 | -0.2 | -5
Cc1ccc(-c2nc3ccccc3c(=O)n2-c2cc(C)ccn2)cc1 | 0.4 | 16 | 0.4 | -12
O=c1c2ccccc2nc(/C=C\c2cccc(C(F)(F)F)c2)n1-c1ccc(F)cc1 | 1.1 | -10 | 0.0 | 3
COc1ccccc1CCNCc1ccc(Cl)cc1 | -0.9 | 50 | 0.3 | -4
Cn1c(N2CCNCC2)nc2ccccc21 | 0.1 | 15 | -0.1 | 5
Cc1ccccc1-n1c(/C=C/c2ccco2)nc2ccccc2c1=O | 0.1 | -6 | -0.1 | 21
COc1cc(OC)c(OC)cc1CNCCc1cccc(F)c1 | -0.8 | 46 | -0.1 | 8
c1ccc2c(CN3CCC(N4CCCC4)CC3)c[nH]c2c1 | 1.0 | 3 | -0.1 | 5
Cc1ccccc1CN1CCN(C)CC1 | 0.6 | -7 | 0.0 | 1
NC1=[N+](CC(=O)c2cccs2)Cc2ccccc21 | 0.6 | -5 | -0.1 | -54
CN1CCC2=NN(c3ccccc3)C(=O)C2C1 (centres undefined) | -0.8 | 13 | 0.0 | 5
O=C1NC(=O)N(Cc2ccccc2)C(=O)/C1=C/c1cnc(-c2ccccc2)nc1 | 1.3 | 4 | -1.0 | -9
Clc1ccc(C(c2ccccc2Cl)n2nnnc2C2(NCc3ccccc3)CCCCC2)cc1 (centres undefined) | -0.9 | 9 | 0.2 | -2
CCCCC(=O)C1C(=O)NC(=O)NC1=O | -0.7 | 9 | 0.1 | -2

Continuation.
Each structure is followed by: GPR151 ag	MITF inh	FBW7 act	TEAD-YAP inh
> N#Cc1c(/N=C/N2CCCCC2)sc2c1CCCCC2
→ -0.4	-6	-0.6	9
> C[C@]12Cc3cn4c(nc3C=C1CCC1C2CC[C@@]2(C)[C@H]1CC[C@@]2(O)C#N)nc1ccccc14 (some centres undefined)
→ -1.7	26	0.1	8
> CCOC(=O)C1=C(C)OC(N)=C(C(=O)OC(C)(C)C)C12C(=O)Nc1ccccc12 (centres undefined)
→ 1.7	16	0.0	9
> CCN(CC)CCOS(=O)(=O)c1cc([N+](=O)[O-])ccc1C
→ 0.0	-2	0.0	-4
> CCOC(=O)C1C2NC(=S)N(c3cccc(C)c3)C1(C)Oc1ccc(OC)cc12 (centres undefined)
→ -0.4	59*	-0.8	4
> CN1CCN(c2ccc(S(C)(=O)=O)cc2N)CC1
→ -1.5	26	0.3	-14
> O=C(Nc1ccncc1)c1c(O)c2ccccc2n(Cc2ccccc2)c1=O
→ 1.4	6	0.2	6
> Clc1cc(Cl)cc(NC2=NCCS2)c1
→ 2.6	-6	-0.1	-3
> CC(C)N(CCNCC(=O)Nc1ccc(C#N)c(Cl)c1)C(C)C
→ 1.0	20	-0.2	-2
> O=C(CN1C2CCC1CC(O)(c1ccccn1)C2)Nc1ccccn1 (centres undefined)
→ -0.1	45	0.3	-7

Each structure is followed by: GPR151 ag	MITF inh	FBW7 act	TEAD-YAP inh
> CCCC/C(=N/O)c1c(C)[nH]c2ccccc12
→ -0.8	-2	0.0	6
> COC(=O)C1=C(N)Oc2c(c(=O)oc3ccccc23)C12C(=O)N(C)c1ccccc12 (centres undefined)
→ -0.2	13	0.1	0
> CCCCC[C@@H](/C=C/C=C\C/C=C\CCCCC(=O)O)OO
→ -2.1	0	.	.
> O=C(Nc1cccc(F)c1)C(Cl)(Cl)Cl
→ -0.5	-29	0.1	7
> CC(C)CNC(=O)c1ccc(N2CC3CC(C2)c2cccc(=O)n2C3)c([N+](=O)[O-])c1 (centres undefined)
→ 1.0	1	0.1	1
> CCc1nnc(NC(=O)Cn2c[n+]([N-][N+](=O)[O-])cn2)s1
→ 1.3	13	-0.2	7
> Cc1cc(OCc2cccc(Cl)c2)c2c3c(c(=O)oc2c1)CCCC3
→ -0.1	-10	0.0	-6
> COCc1c(C(=O)NC2CCCC2)c(=O)cc(C)n1CCCc1ccccc1
→ 0.3	-2	-0.2	-57
> COc1cccc(CCNCc2cccc(F)c2)c1
→ 1.6	2	-0.4	-1
> CN1CCN(Cc2cccc(F)c2)CC1
→ -0.2	41	-0.5	-1

Compound activity from PubChem BioAssay.
